Compound activity as filed in PubChem BioAssay.
Spn PMK inh – blocks S. pneumoniae phosphomevalonate kinase | purified PMK, PK/LDH-coupled NADH absorbance 340 nm | inhibition, % at 10 µM | 65,000 compounds, 0.49% hits | AID 539;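 active = top-ranked compounds by inhibition in the single 10 µM screen, taking a fixed number of the strongest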;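 also: 0% = full reaction with DMSO carrier and 100% = background rate without enzyme reaction; no value below 0 was filed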
HPDE-C7 cytotoxicity – cytotoxicity in HPDE-C7 cells, cell-based, fluorescence, HTS (AID 430). HPDE-C7 pancreatic duct cells viability, fluorescence; higher % means a stronger effect. 63,000 compounds, 1.8% hits. cytotoxicity, % at 10 µM; hits with a dose series show EC50 in µM;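 also: cells exposed to compound for 48 hours before viability readout; 0% = vehicle and 100% = reference cytotoxic drug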
Bfl-1 inhibitors – displacement of Bid BH3 peptide from Bfl-1 – biochemical, fluorescence polarization, FITC-Bid, mouse, primary screen (AID 432). FITC-Bid BH3 peptide fluorescence polarization displacement; higher % means a stronger effect. displacement, % at 20 µM; hits with a dose series show IC50 in µM. 64,000 compounds, 0.02% hits; in the data active = a potency from the dose series; inactive = the rest, 99 in 100 with displacement below about 15%; also: strong numbers were not always called active
HPDE-C7K KRASV12 – viability loss of HPDE-C7K cells – cell-based, fluorescence, HTS, primary screen (AID 431); HPDE-C7K KRASV12 cells, Alamar Blue viability, 48 h; higher % means a stronger effect; one-dose cytotoxicity, % at 10 µM; EC50 in µM for titrated hits; 63,000 compounds, 1.7% hits;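 active = compounds whose percent cytotoxicity in the single-dose primary screen, scaled between solvent and toxic-drug controls, exceeds 50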;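 also: 0% = DMSO solvent wells and 100% = doxorubicin-treated wells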
HT1080 viability – cytotoxicity in HT1080 fibrosarcoma cells, cell-based, fluorescence readout (AID 620); HT1080 viability, fluorescence; higher % means a stronger effect; cytotoxicity, % at 10 µM; hits with a dose series show EC50 in µM; 87,000 compounds, 0.42% hits;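 also: cells exposed to compound overnight then 4 h with Alamar Blue; 0% = vehicle DMSO and 100% = killing control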
Spn DPM-DC inh – inhibitors of Streptococcus pneumoniae diphosphomevalonate decarboxylase | calls only at 10 µM | purified DPM-DC, PK/LDH coupled NADH fluorescence | 65,000 compounds, 0.49% hits;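 active = the 320 compounds with the highest percent inhibition in the single-dose primary screen, excluding strongly autofluorescent ones, cut at about 32% in these data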;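 also: kinetic rate of NADH fluorescence loss reporting ADP formed by the decarboxylase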
MK inhibit – S. pneumoniae mevalonate kinase inhibition. purified MK, PK/LDH-coupled NADH absorbance 340 nm. inhibition, % at 10 µM. 65,000 compounds, 0.48% hits;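 active = ranked among the strongest by inhibition in the single 10 µM screen, a fixed top-ranked set picked for dose follow-up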; also: no value below 0 was filed
Alkaline phosphatase – inhibition of tissue-nonspecific alkaline phosphatase – biochemical, luminescent (AID 518). purified TNAP enzyme, luminescent substrate readout; higher % means a stronger effect. inhibition, % at 20 µM, or IC50 in µM where a hit was titrated. 64,000 compounds, 0.09% hits; in the data active = a potency from the dose series; inactive = the rest, 99 in 100 with inhibition below about 22%;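 also: plate controls were vehicle for no effect and reference inhibitor for full effect; many of its hits are not listed in these tables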
LYP phosphatase – inhibition of human PTPN22 tyrosine phosphatase – biochemical, DiFMUP fluorescence, recombinant catalytic domain, 10 µM, primary screen (AID 606) | recombinant LYP catalytic domain, DiFMUP fluorescence; higher % means a stronger effect | inhibition, % at 10 µM; hits with a dose series show IC50 in µM | 52,000 tested, under 10 active;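 active = IC50 under 40 µM in the dose-response test; inactive = IC50 of 40 µM or more, or never dose-tested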
Spn PMK inh pilot replicates – further read-out of Spn PMK inh, marked with its call; inhibition, %; measured here: pilot screen replicates
MK inhibit pilot replicates – also measured in MK inhibit; calls as there; inhibition, %; measured here: pilot screen replicates
Spn DPM-DC inh pilot screen % – also measured in Spn DPM-DC inh; calls as there; inhibition, %; measured here: pilot screen trials
An asterisk follows results filed as active. Rule as the data show it, unless noted: active = cytotoxicity above about 50%; inactive = the rest. Rows were taken by chance; about 3.5% have a hit in one of these screens.

Start of the data: the first two entries as a preview:
`Cc1cc(-n2[nH]c(C)c(C)c2=O)nc(-c2ccccc2O)n1` gave Spn PMK inh 6, HPDE-C7 cytotoxicity -7%, Bfl-1 inhibitors 2%, HPDE-C7K KRASV12 -3%, HT1080 viability 2%, Spn DPM-DC inh inactive, MK inhibit 7, Alkaline phosphatase 0% and LYP phosphatase 1%.
CCCN(CCC)CCNS(=O)(=O)c1ccc2c(c1)oc(=O)n2C was read as Spn PMK inh 8, HPDE-C7 cytotoxicity 4%, Bfl-1 inhibitors -5%, HPDE-C7K KRASV12 0%, HT1080 viability -4%, Spn DPM-DC inh inactive, MK inhibit 9, Alkaline phosphatase 22%, LYP phosphatase 5%, Spn PMK inh pilot replicates 2.5, MK inhibit pilot replicates 3.0 and Spn DPM-DC inh pilot screen % 9.5.

All compounds of this part, from the start:
`Cc1cc(-n2[nH]c(C)c(C)c2=O)nc(-c2ccccc2O)n1` gave Spn PMK inh 6, HPDE-C7 cytotoxicity -7%, Bfl-1 inhibitors 2%, HPDE-C7K KRASV12 -3%, HT1080 viability 2%, Spn DPM-DC inh inactive, MK inhibit 7, Alkaline phosphatase 0% and LYP phosphatase 1%.
CCCN(CCC)CCNS(=O)(=O)c1ccc2c(c1)oc(=O)n2C was read as Spn PMK inh 8, HPDE-C7 cytotoxicity 4%, Bfl-1 inhibitors -5%, HPDE-C7K KRASV12 0%, HT1080 viability -4%, Spn DPM-DC inh inactive, MK inhibit 9, Alkaline phosphatase 22%, LYP phosphatase 5%, Spn PMK inh pilot replicates 2.5, MK inhibit pilot replicates 3.0 and Spn DPM-DC inh pilot screen % 9.5.
Cc1cccn2c(=O)c3cc(C(=O)NC(C)C)c(=N)n(Cc4ccncc4)c3nc12 was read as Spn PMK inh 4, HPDE-C7 cytotoxicity -3%, Bfl-1 inhibitors -4%, HPDE-C7K KRASV12 0%, HT1080 viability 37%, MK inhibit 9, Alkaline phosphatase 15% and LYP phosphatase 8%.
Cc1cc(=O)[nH]c(SCC(=O)Nc2ccc(Br)cn2)n1 was read as Spn PMK inh 2, HPDE-C7 cytotoxicity 0%, Bfl-1 inhibitors -8%, HPDE-C7K KRASV12 -6%, HT1080 viability 2%, Spn DPM-DC inh inactive, MK inhibit 13, Alkaline phosphatase 9% and LYP phosphatase 9%.
For CCCN1C2CCCC1CC(NC(=O)c1cc(OC)c(OC)c(OC)c1)C2 (configuration not stated) the results were Spn PMK inh 11, HPDE-C7 cytotoxicity -4%, Bfl-1 inhibitors -6%, HPDE-C7K KRASV12 1%, HT1080 viability 5%, Spn DPM-DC inh inactive, MK inhibit 7, Alkaline phosphatase 8% and LYP phosphatase 7%.
`CSc1c(C#N)c(N)c(C#N)c2c1COC(C)(C)C2` gave Spn PMK inh 11, HPDE-C7 cytotoxicity 7%, Bfl-1 inhibitors 1%, HPDE-C7K KRASV12 14%, HT1080 viability 8%, MK inhibit 7, Alkaline phosphatase 17%, LYP phosphatase 2%, Spn PMK inh pilot replicates 2.0 and MK inhibit pilot replicates 0.0.
CCOC(=O)C1CCN(CC(=O)N2C(C)CCCC2C)CC1 (configuration not stated) was read as Spn PMK inh 10, HPDE-C7 cytotoxicity -4%, Bfl-1 inhibitors -2%, HPDE-C7K KRASV12 8%, HT1080 viability -4%, Spn DPM-DC inh inactive, MK inhibit 0, Alkaline phosphatase 7% and LYP phosphatase -23%.
Screening O=C(O)CN=C(NS(=O)(=O)c1ccccc1)c1ccccc1 returned Spn PMK inh 3, HPDE-C7 cytotoxicity -2%, Bfl-1 inhibitors -2%, HPDE-C7K KRASV12 4%, HT1080 viability 6%, Spn DPM-DC inh inactive, MK inhibit 0, Alkaline phosphatase 8% and LYP phosphatase 10%.
COc1ccc(CCn2c(NCCCN3CCOCC3)nc3c2c(=O)[nH]c(=O)n3C)cc1 was read as Spn PMK inh 4, HPDE-C7 cytotoxicity -22%, Bfl-1 inhibitors 5%, HPDE-C7K KRASV12 0%, HT1080 viability 14%, Spn DPM-DC inh inactive, MK inhibit 7, Alkaline phosphatase 5%, LYP phosphatase 5%, Spn PMK inh pilot replicates 1.0, MK inhibit pilot replicates 3.0 and Spn DPM-DC inh pilot screen % 0.0.
`CC(C)N(Cc1nc(-c2ccc(Cl)cc2)no1)C(=O)CCCN1C(=O)c2ccccc2C1=O` gave Spn PMK inh 6, HPDE-C7 cytotoxicity 10%, Bfl-1 inhibitors 1%, HPDE-C7K KRASV12 4%, HT1080 viability 3%, Spn DPM-DC inh inactive, MK inhibit 0, Alkaline phosphatase 4% and LYP phosphatase 4%.
Cc1oc(C(=O)O)cc1COc1ccc2c3c(c(=O)oc2c1C)CCCC3 was read as Spn PMK inh 12, HPDE-C7 cytotoxicity 9%, Bfl-1 inhibitors -3%, HPDE-C7K KRASV12 -4%, HT1080 viability 1%, MK inhibit 9, Alkaline phosphatase 12% and LYP phosphatase 3%.
CC(C)C[C@H](NC(=O)Nc1ccc(S(N)(=O)=O)cc1)C(=O)O was read as Spn PMK inh 10, Bfl-1 inhibitors -2%, HT1080 viability -4%, Spn DPM-DC inh inactive, MK inhibit 7, Alkaline phosphatase 15% and LYP phosphatase 4%.
COC(=O)C1=C(N)Oc2cc(C)n(Cc3ccco3)c(=O)c2C1c1cccc(Cl)c1 (configuration not stated) was read as Spn PMK inh 10, HPDE-C7 cytotoxicity -8%, Bfl-1 inhibitors 0%, HPDE-C7K KRASV12 -18%, HT1080 viability 1%, Spn DPM-DC inh inactive, MK inhibit 2 and Alkaline phosphatase 11%.
For N#CCCSc1ncnc2c1oc1ccccc12 the results were Spn PMK inh 11, HPDE-C7 cytotoxicity -1%, Bfl-1 inhibitors -4%, HPDE-C7K KRASV12 -5%, HT1080 viability 16%, Spn DPM-DC inh inactive, MK inhibit 11, Alkaline phosphatase 11% and LYP phosphatase 4%.
For Cc1c(C=NCCOCc2ccccc2)cnn1C the results were Spn PMK inh 8, HPDE-C7 cytotoxicity 3%, Bfl-1 inhibitors -8%, HPDE-C7K KRASV12 -8%, HT1080 viability 8%, Spn DPM-DC inh inactive, MK inhibit 2, Alkaline phosphatase 12%, LYP phosphatase 9%, Spn PMK inh pilot replicates 0.0, MK inhibit pilot replicates 0.0 and Spn DPM-DC inh pilot screen % 2.0.
Screening O=C1CSC(c2cn(-c3ccccc3)nc2-c2ccc3c(c2)OCCO3)N1CCN1CCOCC1 (configuration not stated) returned Spn PMK inh 13, HPDE-C7 cytotoxicity -3%, Bfl-1 inhibitors 1%, HPDE-C7K KRASV12 3%, HT1080 viability -1%, Spn DPM-DC inh inactive, MK inhibit 3, Alkaline phosphatase 9% and LYP phosphatase 15%.
`O=C1CCNc2cc3ccccc3cc21` gave Spn PMK inh 0, HPDE-C7 cytotoxicity -39%, Bfl-1 inhibitors 24%, HPDE-C7K KRASV12 -13%, HT1080 viability -15%, MK inhibit 9, Alkaline phosphatase 18%, Spn PMK inh pilot replicates 4.5 and MK inhibit pilot replicates 0.0.
For CC(=O)c1c(NCc2ccccc2)nc(=O)n(-c2ccccc2)c1C the results were Spn PMK inh 10, HPDE-C7 cytotoxicity -10%, Bfl-1 inhibitors 0%, HPDE-C7K KRASV12 10%, HT1080 viability -3%, Spn DPM-DC inh inactive, MK inhibit 4, Alkaline phosphatase 19% and LYP phosphatase 1%.
For CC(C)C(NC(=O)OCc1ccccc1)C(=O)OCC(=O)NCc1ccco1 (configuration not stated) the results were Spn PMK inh 12, HPDE-C7 cytotoxicity -16%, Bfl-1 inhibitors 2%, HPDE-C7K KRASV12 -5%, HT1080 viability 1%, Spn DPM-DC inh inactive, MK inhibit 7, Alkaline phosphatase 6%, LYP phosphatase 0%, Spn PMK inh pilot replicates 3.0, MK inhibit pilot replicates 0.0 and Spn DPM-DC inh pilot screen % 0.5.
`c1ccc(-c2nc(NCc3cccnc3)c3oc4ccccc4c3n2)cc1` gave Spn PMK inh 8, HPDE-C7 cytotoxicity 14µM*, Bfl-1 inhibitors 0%, HPDE-C7K KRASV12 16µM*, HT1080 viability 31%, Spn DPM-DC inh inactive, MK inhibit 8 and Alkaline phosphatase 12%.
Screening Cc1ccc(C(=O)Nc2ccc3c(c2)nc2n3CCSC2)cc1 returned Spn PMK inh 1, HPDE-C7 cytotoxicity 4%, Bfl-1 inhibitors -10%, HPDE-C7K KRASV12 12%, HT1080 viability -2%, Spn DPM-DC inh inactive, MK inhibit 2, Alkaline phosphatase 32% and LYP phosphatase 4%.
COC(=O)Cn1nc(-c2ccc(C)c(S(=O)(=O)N(C)C)c2)c2ccccc2c1=O was read as Spn PMK inh 7, HPDE-C7 cytotoxicity -4%, Bfl-1 inhibitors -7%, HPDE-C7K KRASV12 0%, HT1080 viability 6%, Spn DPM-DC inh inactive, MK inhibit 0, Alkaline phosphatase 2% and LYP phosphatase -8%.
CC1CCCC(NC(=O)C2CCN(S(=O)(=O)N3CCC4(CC3)OCCO4)CC2)C1C (configuration not stated) was read as Spn PMK inh 12, HPDE-C7 cytotoxicity -8%, Bfl-1 inhibitors 2%, HPDE-C7K KRASV12 -2%, HT1080 viability 7%, Spn DPM-DC inh inactive, MK inhibit 0, Alkaline phosphatase -1% and LYP phosphatase -1%.
For CCOC(=O)C1CCN(C(=O)CSc2cc(=O)n(CC)c3ccccc23)CC1 the results were Spn PMK inh 12, HPDE-C7 cytotoxicity 6%, Bfl-1 inhibitors -12%, HPDE-C7K KRASV12 6%, HT1080 viability -6%, Spn DPM-DC inh inactive, MK inhibit 0, Alkaline phosphatase 10%, LYP phosphatase 5%, Spn PMK inh pilot replicates 0.0, MK inhibit pilot replicates 2.0 and Spn DPM-DC inh pilot screen % 0.0.
COC(=O)c1ccc(Nc2cc(C)nc(-c3ccccc3O)n2)cc1 was read as Spn PMK inh 92, HPDE-C7 cytotoxicity 10%, Bfl-1 inhibitors -5%, HPDE-C7K KRASV12 5%, HT1080 viability 19%, Spn DPM-DC inh active, MK inhibit 81*, Alkaline phosphatase 7% and LYP phosphatase 11%.
COc1ccc(S(=O)(=O)N2CCCCCC2)cc1C(=O)OCc1c(C)noc1C was read as Spn PMK inh 13, HPDE-C7 cytotoxicity 2%, Bfl-1 inhibitors -5%, HPDE-C7K KRASV12 4%, HT1080 viability -4%, Spn DPM-DC inh inactive, MK inhibit 6 and Alkaline phosphatase 11%.
`CC1CCN(C(=O)c2ccc(COc3ccccc3Cl)o2)CC1` gave Spn PMK inh 8, HPDE-C7 cytotoxicity -9%, Bfl-1 inhibitors 4%, HPDE-C7K KRASV12 -8%, HT1080 viability -7%, Spn DPM-DC inh inactive, MK inhibit 2, Alkaline phosphatase -1% and LYP phosphatase 18%.
`COC(=O)c1cc(NC(=O)CN(c2ccc3c(c2)OCO3)S(C)(=O)=O)ccc1Cl` gave Spn PMK inh 5, HPDE-C7 cytotoxicity 3%, Bfl-1 inhibitors 1%, HPDE-C7K KRASV12 -4%, HT1080 viability -1%, Spn DPM-DC inh inactive, MK inhibit 2, Alkaline phosphatase 6% and LYP phosphatase 7%.
